# Source: PubChem (NCI)
# Growth percent in the NCI-60 one-dose screen (48 h, 10 µM unless noted): 100 = growth as untreated, 0 = no growth, -100 = all killed.
# NCI-H460 = NCI-H460 lung cancer; 6.8% of 82,000 active
# NCI-H226 = NCI-H226 lung cancer; AID 1794732; 3.5% of 79,000 active
# OVCAR-4 = OVCAR-4 ovarian cancer cells; 3.7% of 80,000 active
# IGROV1 = IGROV1 ovarian cancer. 4.7% of 79,000 active
# NCI/ADR-RES = NCI/ADR-RES ovarian cells; 4.4% of 81,000 active; AID 1794790
# NCI-H522 = NCI-H522 lung cancer | 8% of 78,000 active | AID 1794739
# NCI-H23 = NCI-H23 lung cancer; 4% of 80,000 active; AID 1794731
# SK-OV-3 = SK-OV-3 ovarian cancer cells. AID 1794785. 3.2% of 80,000 active
# NCI-H322M = NCI-H322M lung cancer. 2.7% of 80,000 active. AID 1794733
# Active calls of the source: *; nt = no result given; & = joins results of further samples; [ ] = another dose, or the depositor's remark. How the source made its calls: active means growth percent below 10; inactive means the rest.
SMILES,NCI-H460,NCI-H226,OVCAR-4,IGROV1,NCI/ADR-RES,NCI-H522,NCI-H23,SK-OV-3,NCI-H322M
CCOC(=O)C1=C(N)N(c2ccccc2)C2=C(C(=O)CC(C)(C)C2)C1c1ccccc1Cl (stereo unspecified),60,76,75,92,74,58,nt,90,82
O=C(O)c1ccc(O)c(O)c1,101,92,103,84,102,106,98,91,94
Oc1cccnc1,110,104,106,105,108,97,101,97,99
Cc1cccc(NC#N)n1,102,118,104,106,102,96,103,111,102
CCOC(=O)c1ccc(NC(=O)Nc2nnc(C)c(C)n2)cc1,105,89,99,95,92,88,86,113,112
CCN(CC)CCNC(Cc1ccccc1)c1cccc(OC)c1 (stereo unspecified),110,103,nt,122,98,98,98,105,105
CC(C(=O)O)N1CCN(c2ccccc2Cl)CC1 (stereo unspecified),104,111,105,113,105,98,104,108,100
CCC1C(=O)NC(=O)C1(C)c1ccccc1 (stereo unspecified),102&105,95&114,109&120,138,93&114,105&130,92&104,107&115,113&117
O=C(c1ccc(Cl)cc1)C1[C@H](c2ccc(Br)cc2)[C@@H](c2ccccc2)NC12C(=O)Nc1ccc(Cl)cc12 (stereo partly specified),-63*,-86*,3.2*,-72*,-90*,-80*,-84*,12,-29*
NCCCNc1nc2sc3c(c2c(=O)[nH]1)CCCC3,97,87,98,98,96,87,90,85,81
CCOC(=O)c1cc(C(=O)OCC)c(C)nc1C,111,105,nt,111,110,103,102,114,106
CCc1ccc(-c2cc(-c3ccc(Cl)cc3)n(-c3ccc(S(N)(=O)=O)cc3)n2)cc1,94,103,103,93,104,94,91,98,90
CC(C)(C)c1ccc(O)c(C2CCCCC2)c1,107,104,101,137,117,84,98,109,105
CCN(CC)CCOc1cccc2c1C(=O)c1cccc(OCCN(CC)CC)c1C2=O,14,37,46,34,86,43,42,34,nt
CN(C)S(=O)(=O)n1cnc([C@@H]2[C@@H]3C(=O)OC[C@@H]3C[C@]23N=CN(Cc2ccccc2)C3=O)c1,113,110,80,113,102,102,128,107,110
COc1ccc(-c2nc(SC(C)C)nc(NNC(N)=O)c2C#N)cc1,94,95,95,72,71,63,98,84,94
COc1cc(/C=C2\CN(S(=O)(=O)c3ccccc3)C/C(=C\c3cc(CN4CCCC4)c(O)c(OC)c3)C2=O)cc(CN2CCCC2)c1O,-31*,nt,35,-28*,93,-26*,-58*,nt,21
COC1=CC(=O)OC(/C=C/c2ccccc2)(OC)C1=O (stereo unspecified),110,95,101,104,99,104,97,122,100
CN1CCN(c2ccc(Nc3nc(NCCNS(=O)(=O)c4ccc5ccccc5c4)c4sccc4n3)cc2)CC1,74,98,82,82,90,87,84,128,84
CCOC(=O)Nc1ccccc1C,111,104,112,118,99,93,99,109,107
Cc1ccc(C(=O)NN2C(=O)CSC2c2ccc(F)cc2)cn1 (stereo unspecified),104,90,110,122,95,86,87,103,138
CCN(CC)CCOc1ccc(/C(=C(\C)Cc2ccc(Cl)cc2)c2ccc(Cl)cc2)cc1,65,97,96,90,89,85,88,103,99
C#CCOc1ccccc1/C=N/Nc1nc(-c2ccc(Br)cc2)cs1,98,84,84,77,94,80,80,82,94
CC(C)c1ccc(C=O)cc1,108,108,108,117,108,123,101,104,128
Cc1ccc(/C(CCC(=O)O)=N/NC(=O)c2ccccc2)cc1,112,104,105,112,109,94,104,99,105
SMILES,NCI-H460,NCI-H226,OVCAR-4,IGROV1,NCI/ADR-RES,NCI-H522,NCI-H23,SK-OV-3,NCI-H322M
COC(=O)c1cc(N=C2NC(=O)/C(=C/c3c(F)c(F)c(F)c(F)c3F)S2)ccc1O,109,94,109,105,100,111,100,102,104
O=C1/C(=C/c2ccc(Cl)cc2)CN(Cc2cn(CCNc3ccnc4cc(Cl)ccc34)nn2)C/C1=C\c1ccc(Cl)cc1,-79*,-71*,-4.4*,-76*,-27*,-99*,-71*,-95*,-87*
O=c1c2cc(F)ccc2sc2c(N3CCCCC3)nc3ccccc3c12,109,86,116,101,101,99,96,103,90
Cc1ccc(N)cc1S(=O)(=O)N(C)C,108,96,105,101,102,85,99,103,107
COc1ccc(-c2nnc(SCC(=O)c3ccc(Cl)cc3)o2)cc1,110,103,98,105,96,76,94,104,108
Cc1cnccc1N,108,100,106,113,107,99,100,111,106
O=C1Nc2ccc(Cl)cc2C12Oc1ccc(Cl)cc1C1CC(c3ccc(F)cc3)=NN12 (stereo unspecified),96,78,73,57,91,80,84,84,89
CCCC(=O)Nc1ccc(Nc2ncccc2C(=O)OCC)cc1,107,97,105,104,97,95,96,115,95
CC(O)CNCC(C)(C)N (stereo unspecified),106,109,nt,104,105,nt,101,107,111
COc1cc2cc(/C=C3\SC(=Nc4ccc(S(N)(=O)=O)cc4)NC3=O)c(Cl)nc2cc1OC,103,105,103,102,107,96,102,110,105
Oc1ccccc1C=Nc1ccc2[nH]ncc2c1,102,92,85,95,98,97,96,95,94
Cc1ccc(-n2cc(-c3ccccc3)c3c2N=CN2CCN=C32)cc1,96,74,93,73,99,84,90,98,93
CC(=O)CCC(NC(C)=O)C(=O)O (stereo unspecified),105,94,100,105,107,83,102,85,105
COc1ccc(-c2c(-c3cc(OC)c4c(c3)OCO4)noc2N)cc1,4.4*,23,34,15,14,4.5*,41,4.0*,51
CON1C(=O)CC[C@]2(C)[C@H]3CC[C@@H]4[C@H]5[C@H]6OC(=O)[C@@]5(CCC6(C)C)CC[C@@]4(C)[C@]3(C)CC[C@H]2C1(C)C,107,103,108,99,106,93,102,104,89
Cc1ccc2oc(=O)cc(Cn3cnc4c(NCc5ccco5)ncnc43)c2c1,99,108,94,99,98,69,88,103,85
O=C1CSC(c2c(Cl)cccc2Cl)N1c1nc(Cl)cc(=O)[nH]1 (stereo unspecified),101,100,130,72,95,76,104,109,177
ClC1=C(Cl)C(=C2C(Cl)=C(Cl)C(Cl)=C2Cl)C(Cl)=C1Cl,103,101,100,108,105,79,98,92,98
Cc1ccccc1Nc1nc(N)nc(CN2C(=O)NC3(CCCCC3C)C2=O)n1 (stereo unspecified),112,90,109,104,102,101,106,116,101
CC(=O)C1C(C)=NN2C(c3ccccc3)=CC(C)=C(C#N)C12 (stereo unspecified),112,106,102,111,110,92,106,99,103
COc1ccc(-c2nc3c(nc(C)c4ccc(-c5ccccc5OC)nc43)o2)cc1,82,57,32,84,67,58,77,64,77
COc1ccc(NC(=O)CCl)cc1,83,82,nt,59,77,48,62,88,99
O=C(Cn1nnc2ccccc21)N/N=C/c1c[nH]c2ccccc12,21,77,82,54,48,18,71,66,80
COC(=O)/C=C/c1ccccc1[N+](=O)[O-],114,110,107,112,117,88,108,104,115
CN1C(=O)C(=Cc2coc3ccc(Br)cc3c2=O)C(=O)N(C)C1=O,nt,97,118,101,98,95,94,96,124
SMILES,NCI-H460,NCI-H226,OVCAR-4,IGROV1,NCI/ADR-RES,NCI-H522,NCI-H23,SK-OV-3,NCI-H322M
COc1nc2c(c(=O)n1C)C(c1ccccc1)C=C(C(=O)O)N2 (stereo unspecified),106,113,109,110,105,105,103,116,113
CCCCCCCCN1CCOCCOCCN(CCCCCCCC)c2nc(Cl)nc(n2)NCCOCCOCCNc2nc(Cl)nc1n2,105,94,102,102,104,92,107,96,97
COc1cc(Cn2ncc3ccc(NC(=O)c4cc5ccccc5oc4=N)cc32)cc(OC)c1OC,91,89,87,46,50,20,81,79,90
O=C1C(c2nnc(-c3ccccc3)n2-c2ccc([N+](=O)[O-])cc2)=C(O)c2ccccc21,101,104,110,108,108,83,94,107,85
CCOC(=O)CC1NN=c2n(nc3n(-c4ccccc4)c(=O)/c(=C\c4ccc(OC)cc4)n23)C1=O (stereo unspecified),103,73,101,83,104,94,95,88,101
O=C1/C(=C/c2cnc(CO)s2)SC(=S)N1Cc1ccccc1,90,104,95,107,97,52,100,102,101
O=C(N/N=C/c1ccccc1O)c1ccccc1Nc1ccnc(C(F)(F)F)c1,-13*,-12*,22,1.6*,7.2*,24,30,11,13
O=C(Nc1ccc(OS(=O)(=O)c2ccc(C(F)(F)F)cc2)cc1)C1CCCCCCC1,97,88,83,108,93,74,83,98,102
CCCCCCCCC(=O)Oc1ccc(/C(=C(/C)Cc2cccc(OCC)c2)c2ccc(OCCN(C)C)cc2)cc1,104,89,106,100,103,98,101,92,104
CCC/C=C(\CC)C(=O)OCC1CC=CCC1C (stereo unspecified),106,102,98,116,105,86,99,99,118
Clc1ccc(C=NCCCN=Cc2ccc(Cl)cc2)cc1,104,100,nt,101,106,98,103,109,110
OCc1ccccc1O,105&104,93&94,120&105,106,107&97,103&98,92&95,103&120,99
CC(C)=CC/C=C(/C)[C@H]1CC[C@]2(C)[C@@H]1CC[C@@H]1[C@@]3(C)CCC(=O)NC(C)(C)[C@@H]3CC[C@]12C,-17*[100 µM],-1.1*[100 µM],nt,-68*[100 µM],13[100 µM],-58*[100 µM],14[100 µM],39[100 µM],36[100 µM]
COc1ccc(/C(=C2/O[C@@H]([C@H]3COC(C)(C)O3)[C@H]3OC(C)(C)O[C@@H]23)c2cc(OC)c(OC)c(OC)c2)cc1O,104,113,106,93,-11*,52,81,90,92
O=C/C=C/C=C/C=C/c1ccccc1,105,98,112,108,103,100,106,102,105
CCCNC(=O)c1cccc([N+](=O)[O-])c1,108,100,98,114,113,98,107,110,110
N=c1c2c(=N)n3c(nc2nc2n1-c1ccccc1Sc1ccccc1-2)sc1cc(Cl)ccc13,14,33,8.7*,39,30,4.1*,7.4*,50,47
COc1ccc(/C=C/c2c3c(nc4ccccc24)CC/C(=C\c2ccccc2)C3=O)cc1,82,88,80,98,88,69,90,92,97
Oc1[nH]c(=S)sc1C=Nc1ccc(F)cc1,103,nt,102,108,109,94,105,106,107
CCOC(CNC(=O)c1cccc([N+](=O)[O-])c1)OCC,101,90,109,nt,98,64,86,108,109
FC(F)(F)c1ccc(-c2nc3ccccn3c2NCCN2CCOCC2)cc1,101,99,84,92,104,85,97,71,92
CCCCCCCCCCCCCCCCCCN(C)C,100,102,111,nt,105,94,107,105,109
COc1cc(/C=C/C(=O)c2c(-c3ccc(F)cc3)nc3sc(C)nn23)cc(OC)c1OC,12,39,44,29,23,-27*,51,16,53
O=C1c2cc(Br)ccc2Oc2cc([N+](=O)[O-])ccc2N1c1ccc(F)cc1F,90,nt,80,80,100,66,90,99,94
Cc1nc(Cl)c2c(n1)N(C)c1ccc(Cl)cc1C(C)C2 (stereo unspecified),92,88,83,93,96,78,93,86,97
SMILES,NCI-H460,NCI-H226,OVCAR-4,IGROV1,NCI/ADR-RES,NCI-H522,NCI-H23,SK-OV-3,NCI-H322M
C/C(=N/NC(N)=O)c1ccc2c3c(cc(Br)c2c1)CCCC3,108,95,98,97,107,91,98,104,99
CCC(C)C(NC(=O)OC(C)(C)C)C(=O)OCc1c2c(c(OC)c3c1OCO3)C(C1OC(=O)c3c1ccc(OC)c3OC)N(C)CC2 (stereo unspecified),102,97,105,83,99,88,89,94,93
COc1ccc(-c2c3c(N)nc(-c4ccccn4)nc3nc3c2c(C)nn3-c2ccccc2)cc1,64,112,nt,108,71,nt,106,97,93
CN1C(=O)N(C)C2C1NC(=O)N2CC(=O)Nc1ccccc1O (stereo unspecified),104,89,101,104,98,83,96,103,105
C=C1c2nc3ccccc3n2C=C(c2ccc(Cl)cc2)N1Cc1ccc(OC)cc1,81,81,72,55,63,57,54,86,101
COc1cc(-c2nn(-c3cccc(NC(=O)c4ccccc4)c3)cc2-c2ccncc2)ccc1Cl,2.7*,39,46,47,0.3*,-30*,34,42,52
CCOC(=O)C1=C2C(=O)[C@@]3(C)C=C(C)C[C@H]3C[C@H](C)[C@H]2CC[C@@H]1C,100,96,101,94,96,96,nt,93,87
C[Si](C)(C)CNCCNC[Si](C)(C)C,114,78,112,104,103,96,100,122,106
CC1=CC(=O)C(C(C)C)=CC1=Nc1cc(Br)c(O)c(Br)c1,5.1*,84,37,23,-23*,55,26,20,54
CS(=O)(=O)Nc1cc(-c2ccc3ncnc(Nc4ccc(OCc5cccnc5)c(Cl)c4)c3c2)cnc1Cl,35,24,29,-57*,70,-4.0*,-27*,-15*,-2.5*
O=C(CSC(=S)N1CCOCC1)NC(=O)c1ccccc1,106,102,110,105,101,93,96,109,102
